ABHD4 inh: inhibits mouse alpha/beta hydrolase domain 4; purified mABHD4, FP-Rh probe fluorescence polarization; Q8VD66; inhibition, % at 8.92 µM; actives 0.54% (n = 370,000);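 active = inhibition exceeding the mean over every tested compound plus 3 SD, cut at about 30% in these data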;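 note: 0% = plate median of compound wells and 100% = S159A mutant with DMSO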
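Assay system: wild-type mouse ABHD4 protein; compound: single nominal dose of 8.92 µM, 0.89% DMSO final; schedule: 45 min + 60 min at 25 °C; measured by: FP readout, ex 525 nm / em 598 nm; evaluation: % inhibition of FP-Rh probe binding versus controls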
GC-B act: GC-B (human) receptor activation | actives 0.11% (n = 370,000) | activation, % at 10 µM | HEK293-GC-B cells, CNP EC30, cGMP TR-FRET; 0% at EC30 CNP, 100% saturating CNP | P20594;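 active = activation at 10 µM reaching about 35% in either raw or pattern-adjusted values, limit read from the data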
HTRA1 inhibitor: blocks human HTRA1 serine peptidase; inhibition, % at 5.96 µM; recombinant HTRA1, FP-rhodamine activity-based probe, fluorescence polarization; Q92743; actives 0.5% (n = 340,000); in the data active = inhibition above about 36%;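 note: 0% = enzyme with DMSO and 100% = wells lacking enzyme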
Target sequence (Q92743 whole entry, looked up): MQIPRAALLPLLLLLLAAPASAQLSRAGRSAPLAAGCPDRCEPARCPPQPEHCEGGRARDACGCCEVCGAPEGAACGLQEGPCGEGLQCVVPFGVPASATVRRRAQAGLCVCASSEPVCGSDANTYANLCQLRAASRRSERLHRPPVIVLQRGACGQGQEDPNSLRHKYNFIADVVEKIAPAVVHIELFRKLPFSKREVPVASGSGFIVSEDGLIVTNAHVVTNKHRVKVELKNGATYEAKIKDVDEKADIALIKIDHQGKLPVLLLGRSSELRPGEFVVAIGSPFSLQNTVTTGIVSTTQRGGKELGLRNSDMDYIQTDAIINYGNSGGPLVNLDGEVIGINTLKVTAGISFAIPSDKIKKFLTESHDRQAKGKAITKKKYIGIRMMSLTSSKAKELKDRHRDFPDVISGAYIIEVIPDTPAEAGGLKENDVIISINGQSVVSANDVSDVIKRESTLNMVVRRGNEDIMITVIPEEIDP
rCAG RNA binder: binds r(CAG) RNA repeats; inhibition, % at 3 µM; r(CAG) RNA repeat, TO-PRO-1 dye displacement fluorescence; actives 1.3% (n = 370,000);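 active = inhibition above the plate cutoff, the mean of all test compounds on that plate plus 3 SD, cut at about 35% in these data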;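 note: 0% = DMSO alone and 100% = 100 µM mitoxantrone as full dye displacement; higher means more dye released from RNA so lower well fluorescence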
NPR1 activator: GC-A (human) enzyme activation | AID 1671463 | actives 0.14% (n = 370,000) | activation, % at 10 µM | HEK293 GC-A cells, cGMP TR-FRET, EC30 ANP; 0% at EC30 ANP, 100% saturating ANP | P16066; in the data active = activation above about 40%
UHRF1 MBD2 ctr: blocks human UHRF1 binding to methylated DNA | Q96T88 | UHRF1 binding to methylated oligo, TR-FRET | inhibition, % at 4.4 µM | actives 0.75% (n = 370,000); in the data active = inhibition above about 21%;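 note: UHRF1 SRA domain binding a hemimethylated CpG hairpin DNA probe; 0% = median of test compound wells and 100% = reference inhibitor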
MBD2 inh: blocks human MBD2 binding to methylated DNA. inhibition, % at 4.4 µM. actives 0.31% (n = 370,000). TR-FRET, MBD2 binding to methylated oligonucleotide; in the data active = inhibition above about 13%
PRMT1 FP inh: PRMT1 (human) inhibition, primary screen; inhibition, % at 2.79 µM; AID 652257; recombinant PRMT1, activity-based probe fluorescence polarization; Q99873; actives 1.3% (n = 370,000);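 active = inhibition above about 21% made by adding two undisclosed values, limit read from the data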
TCR-CD3 inh: blocks the human TCR-CD3 interaction; TAMRA-labeled TCR probe fluorescence, biochemical; inhibition, % at 9.4 µM; actives 0.37% (n = 360,000); AID 651800; in the data active = inhibition above about 19%;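 note: recombinant mutant TCR 2C K166C tagged with TAMRA read by polarization; 0% = receptor in buffer alone and 100% = receptor with positive control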
SIAE primary: inhibitors of human sialic acid acetylesterase SIAE. inhibition, % at 9.66 µM. Q9HAT2. actives 0.69% (n = 370,000). SIAE FP-Rh probe binding, fluorescence polarization;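 active = inhibition above a cutoff: mean of compounds within the control limits plus 3 SD of those, cut at about 17% in these data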;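 note: 0% = plate median of compound wells and 100% = probe without SIAE protein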
Target sequence (Q9HAT2 whole entry, looked up): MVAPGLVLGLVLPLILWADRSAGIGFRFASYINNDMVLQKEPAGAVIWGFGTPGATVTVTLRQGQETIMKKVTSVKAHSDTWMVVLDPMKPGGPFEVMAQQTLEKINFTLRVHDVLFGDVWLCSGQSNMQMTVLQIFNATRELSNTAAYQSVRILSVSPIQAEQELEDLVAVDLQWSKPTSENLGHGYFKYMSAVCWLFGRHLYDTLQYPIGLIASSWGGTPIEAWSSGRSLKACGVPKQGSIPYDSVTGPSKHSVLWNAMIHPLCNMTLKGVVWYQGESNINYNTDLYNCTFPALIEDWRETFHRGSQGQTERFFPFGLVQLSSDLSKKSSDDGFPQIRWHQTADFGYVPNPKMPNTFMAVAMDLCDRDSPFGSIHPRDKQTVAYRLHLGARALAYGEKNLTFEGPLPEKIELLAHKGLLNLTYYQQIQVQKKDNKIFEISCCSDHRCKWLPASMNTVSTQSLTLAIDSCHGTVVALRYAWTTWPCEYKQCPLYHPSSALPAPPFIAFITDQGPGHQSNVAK
* = called active by the depositor; . = no result given; & = joins results of further samples.

SMILES | ABHD4 inh | GC-B act | HTRA1 inhibitor | rCAG RNA binder | NPR1 activator | UHRF1 MBD2 ctr | MBD2 inh | PRMT1 FP inh | TCR-CD3 inh | SIAE primary
O=C(NCCCl)C1Cc2c(ccc3ccccc23)O1 (centres undefined) | -4 | -4 | 4 | 2 | 0 | 2 | 4 | 1 | 4 | -8
Nc1c2c(nn1-c1ccc(C(=O)O)cc1)CNC2 | -4 | 0 | 3 | 0 | -2 | -4 | 3 | -8 | 1 | 8
Cc1ccc(-n2cc[nH]c2=S)c(C)c1 | 2 | 0 | . | -4 | -1 | -2 | -2 | 3 | 2 | 2
O=C(N/C(=C\c1ccccc1)C(=O)N1CCCCCC1)c1ccccc1 | -18 | -1 | -7 | -6 | 0 | 7 | 1 | 3 | -4 | -4
COc1ccc(-c2ccc3oc(-c4ccc(OC)cc4)c(C#CC4(O)CCCCC4)c3c2)cc1 | -25 | -2 | -82 | 22 | 0 | 9 | 3 | -2 | 2 | -21
Cc1ccc(CNC(=S)N(C)C)cc1 | 0 | 7 | -7 | -1 | -1 | 0 | 2 | 2 | 0 | 0
O=C(CSc1nnc2n1CCCCC2)NCc1ccccc1 | -2 | -5 | 7 | -1 | 3 | 1 | -5 | 1 | 2 | -2
O=C(NNC(=O)c1ccc2ccccc2c1)c1ccc(Cl)cc1 | -3 | 1 | 0 | 3 | 3 | 0 | -2 | -4 | 1 | -1
COc1ccc(CC(=O)OCC(=O)Nc2ccc(Br)cc2)cc1 | 0 | -1 | -12 | -1 | 1 | 2 | 2 | -1 | -5 | -6
Cc1nc2nc[nH]n2c(=O)c1CCC(C)C | -6 | -1 | -2 | 2 | 2 | -4 | -3 | -1 | 5 | 1
COc1cc(OC)cc(C(=O)Nc2ccc(Nc3ccccc3)cc2)c1 | 2 | -2 | 14 | 5 | -5 | -2 | 0 | 2 | -1 | 9
Cn1c(SCC(=O)NNC(=S)Nc2ccccc2)nnc1-c1ccccc1 | -1 | 4 | 17 | 7 | 6 | 0 | 2 | 2 | -3 | 3
C=C1N(c2ccc(Cl)cc2)C(=O)OC1(C)C | -1 | 3 | -2 | 5 | 1 | 3 | -1 | 2 | -2 | 0
COc1cc(OC)c(C2N(c3ccccn3)C(=O)C3CCCN32)cc1OC (centres undefined) | 5 | -5 | 11 | -3 | -1 | -1 | -3 | -2 | -1 | 1
CCOC(=O)c1cccc(NC(=O)CNS(=O)(=O)c2cccs2)c1 | -4 | 0 | -6 | -4 | 0 | 0 | 2 | -2 | 11 | 0
Cc1ccccc1C(=O)Nc1ccc(S(=O)(=O)Nc2onc(C)c2C)cc1 | 0 | 2 | -7 | 5 | 3 | 0 | 1 | -5 | -1 | 2
COC(=O)c1ccc(OCCOc2ccc(C(=O)OC)cc2)cc1 | -1 | -6 | 7 | 1 | 1 | 1 | 0 | -3 | 5 | 8
CCc1noc(C)c1C(=O)Nc1nnc(CC(C)C)s1 | 3 | 1 | 3 | 0 | -1 | -1 | -7 | 2 | 7 | 12
O=C(CCl)N(c1ccc(Cl)cc1)c1c[nH]c2ccccc12 | -5 | -20 | -11 | -1 | -44 | -1 | -1 | 0 | 3 | 2
CCN(CC)C(=O)c1cn(C)c(=O)c2cc(OC)c(OC)cc12 | 0 | 2 | 0 | 3 | 3 | 6 | 2 | 1 | 6 | 4
O=C(Cc1ccc(Cl)c(Cl)c1)Nc1cccnc1 | 0 | 3 | -4 | -4 | 0 | -1 | -3 | 0 | -1 | -1
CC(C)(C)n1nnnc1C(c1ccccc1)N1CCN(c2ncccc2C(F)(F)F)CC1 (centres undefined) | -1&-9 | -1&3 | . | 0&3 | -6&-1 | -2&0 | 5&-5 | -4&0 | 3&0 | 0&3
COc1ccccc1Cn1c(=S)[nH]c2cc(C(=O)N3CCCC(C)C3)ccc2c1=O (centres undefined) | -3 | 0 | -21 | 6 | 9 | 0 | -1 | 2 | -3 | -3
O=C(Nc1nonc1-c1ccc(Cl)cc1)c1ccco1 | -7 | 5 | 0 | 0 | 0 | 1 | 1 | 0 | 4 | 5
Cc1ccc2c(c1)[C@H]1[C@H](CO2)[C@H](c2ccccc2)[C@]2(C)C(=O)Nc3cc(F)ccc3C(=O)N12 | -40 | -1 | -49 | 11 | -6 | -1 | -3 | 1 | 9 | -32

The listing continues:
SMILES | ABHD4 inh | GC-B act | HTRA1 inhibitor | rCAG RNA binder | NPR1 activator | UHRF1 MBD2 ctr | MBD2 inh | PRMT1 FP inh | TCR-CD3 inh | SIAE primary
COc1ccc(-c2nc3c([nH]2)c(=O)n(C)c(=O)n3C)c(OC)c1 | 0 | -10 | 4 | -1 | 8 | 3 | -1 | -3 | -4 | 5
Cc1cc(C)c(S(=O)(=O)Nc2ccc(-c3cn4ccccc4n3)cc2)c(C)c1 | -37 | -4 | -60 | 3 | -4 | 3 | 2 | -2 | 0 | 0
CC(C)(C)Cc1c(C2CCCCC2)nc2ccc(Cl)cn12 | 6 | 1 | . | 3 | -5 | 1 | 0 | 0 | -9 | -7
Cc1ccc(S(=O)(=O)Oc2ccc(/C=C(/NC(=O)c3ccccc3)C(=O)Nc3ccccc3)cc2)cc1 | -19 | 2 | -12 | 11 | -2 | 5 | 9 | 2 | -3 | -15
COC(=O)Nc1ccc(Cc2ccncc2)cc1 | 4 | 1 | -2 | -1 | 1 | 0 | -3 | 1 | 5 | -2
O=C(O)CC1S/C(=N/N=C/C2CC=CCC2)NC1=O (centres undefined) | 1 | 1 | 9 | 2 | 2 | 0 | -6 | -6 | 0 | 4
COc1cccc(NS(=O)(=O)c2c(C)nc3sccn3c2=O)c1 | 7 | -4 | -1 | 1 | -8 | 2 | 2 | 3 | -5 | 3
CN1CC(=O)N(CC(=O)Nc2ccc(N(C)C)cc2)c2ccccc2C1=O | -6 | -6 | 10 | 2 | -4 | 1 | -8 | -1 | -8 | -3
NS(=O)(=O)c1ccc(NC(=O)c2ccc(S(=O)(=O)N3CCCCC3)cc2)cc1 | -4 | 5 | 9 | 4 | 7 | -3 | 0 | -1 | -2 | -7
COc1cc(C2C3=C(Nc4nc(N)[nH]c(=O)c42)c2ccccc2C3=O)ccc1O (centres undefined) | 10 | -1 | 8 | 61* | -2 | 4 | -4 | 8 | 2 | 4
O=C1N/C(=N\N=C\c2ccccn2)SC1Cc1cccc(SC(F)F)c1 (centres undefined) | 6 | 1 | -3 | 4 | -2 | -2 | 1 | 2 | -1 | -4
N#Cc1c(-c2ccco2)nc(SCC(=O)Nc2cccc(Cl)c2)[nH]c1=O | -23 | 1 | -48 | 72* | 4 | 4 | 5 | 46* | 14 | -28
COc1ccc(C2CC(c3ccccc3)=NN2C(=O)COC(=O)c2cccc(S(=O)(=O)N(C)C)c2)cc1 (centres undefined) | -9 | 11 | -16 | 6 | 0 | -3 | 2 | -2 | 6 | -2
COc1ccccc1N1CCN(C(=O)c2ccccc2SCC(=O)NCc2ccco2)CC1 | 5 | 1 | 1 | -3 | 2 | -4 | -5 | 1 | 3 | 2
CCN(CC)S(=O)(=O)c1ccc(N2CCOCC2)c(NC(=O)C2CC2)c1 | 1 | -4 | 2 | -3 | 1 | 0 | 1 | 3 | 3 | -12
CC(C)C(=O)C1=Cc2cc([N+](=O)[O-])ccc2OC1N1CCOCC1 (centres undefined) | -6 | 6 | 7 | -4 | -2 | 0 | -2 | -2 | -3 | -1
COC(=O)c1oc2ccc(Br)cc2c1NC(C)=O | 40* | 7 | -4 | 3 | 3 | -2 | 0 | -2 | 3 | -8
CCCCOC(=O)c1ccc(NC(=O)COC(=O)C2CC2C)cc1 (centres undefined) | -7 | 1 | -8 | 1 | 3 | 0 | 0 | 0 | 1 | -6
OCCN1CCN(c2nc(NCc3ccco3)c3ccccc3n2)CC1 | 1 | -10 | 3 | 1 | 6 | 4 | -2 | 3 | 8 | -4
COc1ccc(C(=O)NNc2ccccc2)cc1OC | 2 | 1 | 0 | -2 | 3 | 2 | 2 | 4 | -1 | 2
Cc1cc(C(=O)CSc2nnc(-c3ccccc3F)o2)c(C)n1Cc1cccs1 | -15 | 4 | -28 | 9 | -2 | -1 | 4 | 2 | 0 | -12
Cc1cc(C(=O)OCC(=O)c2ccccc2)c2ccccc2n1 | -1 | -3 | 6 | 0 | 1 | -1 | -2 | 0 | 1 | 1
CC(C)N1CCC1(C)C(=O)Nc1ccccc1OC(F)F (centres undefined) | 0 | 2 | . | 0 | 3 | 2 | 3 | -3 | -8 | -2

Given in markdown: 16 of the compounds above.
| Molecule | ABHD4 inh | GC-B act | HTRA1 inhibitor | rCAG RNA binder | NPR1 activator | UHRF1 MBD2 ctr | MBD2 inh | PRMT1 FP inh | TCR-CD3 inh | SIAE primary |
| --- | --- | --- | --- | --- | --- | --- | --- | --- | --- | --- |
| COc1ccc(-c2nc3c([nH]2)c(=O)n(C)c(=O)n3C)c(OC)c1 | 0 | -10 | 4 | -1 | 8 | 3 | -1 | -3 | -4 | 5 |
| Cc1cc(C)c(S(=O)(=O)Nc2ccc(-c3cn4ccccc4n3)cc2)c(C)c1 | -37 | -4 | -60 | 3 | -4 | 3 | 2 | -2 | 0 | 0 |
| CC(C)(C)Cc1c(C2CCCCC2)nc2ccc(Cl)cn12 | 6 | 1 | . | 3 | -5 | 1 | 0 | 0 | -9 | -7 |
| Cc1ccc(S(=O)(=O)Oc2ccc(/C=C(/NC(=O)c3ccccc3)C(=O)Nc3ccccc3)cc2)cc1 | -19 | 2 | -12 | 11 | -2 | 5 | 9 | 2 | -3 | -15 |
| COC(=O)Nc1ccc(Cc2ccncc2)cc1 | 4 | 1 | -2 | -1 | 1 | 0 | -3 | 1 | 5 | -2 |
| O=C(O)CC1S/C(=N/N=C/C2CC=CCC2)NC1=O (centres undefined) | 1 | 1 | 9 | 2 | 2 | 0 | -6 | -6 | 0 | 4 |
| COc1cccc(NS(=O)(=O)c2c(C)nc3sccn3c2=O)c1 | 7 | -4 | -1 | 1 | -8 | 2 | 2 | 3 | -5 | 3 |
| CN1CC(=O)N(CC(=O)Nc2ccc(N(C)C)cc2)c2ccccc2C1=O | -6 | -6 | 10 | 2 | -4 | 1 | -8 | -1 | -8 | -3 |
| NS(=O)(=O)c1ccc(NC(=O)c2ccc(S(=O)(=O)N3CCCCC3)cc2)cc1 | -4 | 5 | 9 | 4 | 7 | -3 | 0 | -1 | -2 | -7 |
| COc1cc(C2C3=C(Nc4nc(N)[nH]c(=O)c42)c2ccccc2C3=O)ccc1O (centres undefined) | 10 | -1 | 8 | 61* | -2 | 4 | -4 | 8 | 2 | 4 |
| O=C1N/C(=N\N=C\c2ccccn2)SC1Cc1cccc(SC(F)F)c1 (centres undefined) | 6 | 1 | -3 | 4 | -2 | -2 | 1 | 2 | -1 | -4 |
| N#Cc1c(-c2ccco2)nc(SCC(=O)Nc2cccc(Cl)c2)[nH]c1=O | -23 | 1 | -48 | 72* | 4 | 4 | 5 | 46* | 14 | -28 |
| COc1ccc(C2CC(c3ccccc3)=NN2C(=O)COC(=O)c2cccc(S(=O)(=O)N(C)C)c2)cc1 (centres undefined) | -9 | 11 | -16 | 6 | 0 | -3 | 2 | -2 | 6 | -2 |
| COc1ccccc1N1CCN(C(=O)c2ccccc2SCC(=O)NCc2ccco2)CC1 | 5 | 1 | 1 | -3 | 2 | -4 | -5 | 1 | 3 | 2 |
| CCN(CC)S(=O)(=O)c1ccc(N2CCOCC2)c(NC(=O)C2CC2)c1 | 1 | -4 | 2 | -3 | 1 | 0 | 1 | 3 | 3 | -12 |
| CC(C)C(=O)C1=Cc2cc([N+](=O)[O-])ccc2OC1N1CCOCC1 (centres undefined) | -6 | 6 | 7 | -4 | -2 | 0 | -2 | -2 | -3 | -1 |

Not all compounds are listed, so the mix of outcomes need not match the whole.
